Yeast superoxide = reduction of superoxide in aged yeast, primary screen, HTS; 330,000 compounds, 0.18% hits; AID 2690, 2010; superoxide response (% of plate mean), % at 10 µM; S. cerevisiae aged cells, superoxide DHE fluorescence; stronger effect = lower value;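 active means superoxide response under a set limit, about three screen SD below normal, cut at about 65% in these data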;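 further: yeast aged for seven days with compound at 30 °C before DHE staining; 100% = average MFI of all compound-treated wells on the plate with controls excluded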
Bcl-xL primary = inhibitors of human Bcl-xL, primary screen, biochemical, fluorescence polarization, HTS. inhibition, % at 10.9 µM. 320,000 compounds, 0.7% hits. GST-Bcl-xL / FITC-Bim BH3 peptide fluorescence polarization. Bcl-2-like protein 1 (Homo sapiens), Q07817;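 active means inhibition above the mean of all tested compounds plus 3 SD, cutoff set per campaign, cut at about 30% in these data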;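 further: 0% = DMSO wells and 100% = unlabeled Bim-BH3 peptide competitor; inhibitors lower millipolarization by displacing the labeled peptide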
Target sequence (Q07817 whole entry, looked up): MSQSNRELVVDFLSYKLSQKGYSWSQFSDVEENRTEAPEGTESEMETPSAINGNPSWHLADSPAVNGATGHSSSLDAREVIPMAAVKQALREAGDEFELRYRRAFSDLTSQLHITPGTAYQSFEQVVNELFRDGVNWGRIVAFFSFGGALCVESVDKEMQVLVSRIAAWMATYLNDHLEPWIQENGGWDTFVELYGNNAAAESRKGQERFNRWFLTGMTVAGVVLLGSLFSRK
MEX-5 binding = MEX-5 zinc finger RNA-binding disruptors – biochemical, C. elegans, fluorescence polarization, MLPCN library, primary screen. activity score (negative = inhibition of binding), % at 10 µM. MEX-5/FITC-TCR2 RNA binding; stronger effect = lower value. 300,000 compounds, 0.38% hits;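 active means inhibition past about -25% in most replicates, and total fluorescence under double the plate's negative control median, limit read from the data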;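 further: 0% = DMSO and -100% = 5 µM competing unlabeled TCR2 RNA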
Target sequence (Q9XUB2 whole entry, looked up): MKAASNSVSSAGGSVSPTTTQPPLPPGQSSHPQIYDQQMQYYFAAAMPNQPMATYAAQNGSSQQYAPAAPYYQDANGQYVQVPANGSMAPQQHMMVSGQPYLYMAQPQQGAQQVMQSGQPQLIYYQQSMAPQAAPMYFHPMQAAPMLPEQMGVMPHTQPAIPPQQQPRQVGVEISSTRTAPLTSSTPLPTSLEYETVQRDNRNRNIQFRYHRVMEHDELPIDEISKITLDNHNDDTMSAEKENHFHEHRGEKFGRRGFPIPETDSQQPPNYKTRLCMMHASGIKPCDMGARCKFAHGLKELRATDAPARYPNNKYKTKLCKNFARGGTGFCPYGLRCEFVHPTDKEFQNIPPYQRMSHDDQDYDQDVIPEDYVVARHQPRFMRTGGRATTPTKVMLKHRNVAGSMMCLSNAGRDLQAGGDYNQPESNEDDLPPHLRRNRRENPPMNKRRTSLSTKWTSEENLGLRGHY
MCL1-BIM inh = inhibitors of MCL1 binding to BIM-BH3, primary screen, biochemical, fluorescence polarization. Induced myeloid leukemia cell differentiation protein Mcl-1 (Homo sapiens), Q07820. GST-MCL1 / FITC-Bim-BH3 fluorescence polarization. inhibition, % at 10.9 µM. 320,000 compounds, 0.68% hits. AID 2057, 2009;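 active means inhibition above the mean inhibition of all tested compounds plus 3 SD, set per campaign, cut at about 40% in these data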;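 further: 0% = DMSO wells and 100% = unlabeled Bim-BH3 peptide control; higher means more loss of mP so more displacement of Bim peptide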
ZTA DNA inh = ZTA (EBV) inhibition in EBNA-1 counter-screen | P03206 | ZTA-DNA binding, fluorescence polarization | inhibition, % at 11 µM | 320,000 compounds, 0.15% hits | AID 2234; in the data active means inhibition above about 33%
Target sequence (P03206 whole entry, looked up): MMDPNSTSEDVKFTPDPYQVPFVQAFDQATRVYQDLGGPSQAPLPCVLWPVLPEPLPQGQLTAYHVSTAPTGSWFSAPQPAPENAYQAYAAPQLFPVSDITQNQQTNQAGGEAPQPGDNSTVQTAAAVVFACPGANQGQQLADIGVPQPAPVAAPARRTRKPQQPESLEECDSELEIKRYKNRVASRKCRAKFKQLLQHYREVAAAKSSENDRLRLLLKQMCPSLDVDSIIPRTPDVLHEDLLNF
Fam108B counter = mouse Fam108B serine hydrolase inhibitors, primary screen, counter-screen for RBBP9 inhibitor project, biochemical, fluorescence polarization | recombinant Fam108B, FP-Rh probe fluorescence polarization | inhibition, % at 9.51 µM | 300,000 compounds, 0.33% hits;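 active means inhibition above the screen mean inhibition plus 3 SD, computed separately per campaign, cut at about 18% in these data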;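 further: inhibitors lower polarization as less probe binds the enzyme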
EBNA-1 inh = EBNA-1 DNA-binding inhibitors, primary screen, biochemical, fluorescence polarization | inhibition, % at 14.8 µM | 300,000 compounds, 0.34% hits | AID 1950, 2009; in the data active means inhibition above about 28%
GLD-1 RNA inh = GLD-1/TGE RNA complex disruptors, primary screen, biochemical, fluorescence polarization | Female germline-specific tumor suppressor gld-1 (Caenorhabditis elegans), Q17339 | 320,000 compounds, 0.44% hits | AID 2280, 2010 | purified GLD-1 + fluorescein TGE RNA | inhibition, % at 5.96 µM;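 active means percent inhibition above a per-plate cutoff, the plate mean of test compounds plus 3 SD, cut at about 30% in these data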;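 further: 0% = DMSO wells with GLD-1 and probe and 100% = wells lacking GLD-1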
Efflux pump mplx = inhibitors of Candida efflux pumps in yeast, primary screen, S. cerevisiae, Nile Red, multiplex | S. cerevisiae Candida pump triplex | inhibition, % at 10 µM | 330,000 compounds, 0.44% hits | AID 485275, 2010;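 active means plate passing quality check with inhibition over a set limit, or well fluorescence over plate mean plus 4 SD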;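 further: Nile Red retained in pooled yeast measured as flow cytometry median fluorescence; 0% = buffer negative control and 100% = Enniatin B positive control; higher means more Nile Red kept so more efflux inhibition; some compounds called inactive have numbers as strong as hits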
Numbers without * were called inactive; i = inactive; . = no result given; & = joins results of further samples.

SMILES	Yeast superoxide	Bcl-xL primary	MEX-5 binding	MCL1-BIM inh	ZTA DNA inh	Fam108B counter	EBNA-1 inh	GLD-1 RNA inh	Efflux pump mplx
O=C(c1cccs1)N1CCN(c2nc3ccccc3s2)CC1	98	-2	1.3	-4	7	-1	0	2	0.0
COC(=O)c1ccc(NC(=O)c2cc(Cl)ccc2OC)cc1	101	0	0.2	0	-1	-9	0	-4	0.3
CCc1cccc(NC(=O)CCNC(=O)Cn2ccc3ccccc3c2=O)c1	100	5	0.3	1	-4	-1	-7	-2	0.1
COc1ccccc1OCCn1c(C(C)O)nc2ccccc21 (centres undefined)	82	2	-0.2	0	-12	3	-10	0	-0.1
Clc1ccc(CSc2nnc(-c3ccncc3)o2)cc1	113	7	1.9	17	-10	0	10	3	0.0
COc1ccc(N(CC(=O)NC2CCCC2)C(=O)c2csnn2)cc1	91	4	1.7	5	-4	7	2	-1	0.0
Cc1ccc(NC(=S)NCc2ccc3[nH]c4c(c3c2)CCCC4)cc1	114	0	-1.7	4	-5	18	-6	4	0.1
O=C1/C(=C/c2cccnc2)SC(=S)N1CC1CCCO1 (centres undefined)	101	5	0.0	2	16	3	5	-4	-0.1
COC(=O)c1ccc(OC(=O)c2ccco2)cc1	97	1	-0.7	0	2	-4	3	1	0.0
CC(=O)N1CCc2cc(S(=O)(=O)CCC(=O)N3CCN(c4cc(C)ccc4C)CC3)ccc21	116	10	2.4	9	3	-1	-13	5	0.1
COc1ccc(OC)c(N(CC(=O)NC2CCCCCC2)S(=O)(=O)c2ccc(C)cc2)c1	91	4	-0.3	-4	24	2	2	6	0.1
CCn1nnc(NC(=O)c2cc3ccccc3o2)n1	102	-2	-0.3	-4	3	0	1	-3	-0.2
CCc1cc(=O)oc2c(C)c(OC(C)C(=O)NCC3CCC(C(=O)O)CC3)ccc12 (centres undefined)	99	4	1.4	1	-12	0	-3	-3	0.0
COc1cc(C2NC(=O)NC(C)=C2C(=O)OC(C)(C)C)ccc1OCC(=O)O (centres undefined)	86	2	.	3	-9	-2	-5	5	0.1
COc1ccc(NC(=O)Nc2c(C)noc2-c2ccccc2)cc1	98	-12	2.8	-14	2	3	3	3	0.1
CC1CCCN(c2ncnc3c2cnn3-c2ccccc2)C1 (centres undefined)	102	4	1.6	1	2	-1	-6	4	-0.1
COc1ccc(C2SCC(=O)N2c2ccccc2)cc1 (centres undefined)	99	0	0.5	3	1	-11	-2	-8	-0.1
CCC(=O)N1CCN(c2ccc(Cl)cc2NC(=S)NC(=O)c2ccco2)CC1	84	8	0.2	18	8	1	5	7	0.8
COc1ccc(-n2ncc3c2CC(C)(C)CC3NC(=O)Cc2nonc2C)cc1 (centres undefined)	99	-1	-2.4	-7	-6	-1	3	2	0.0
Cc1cc(NS(=O)(=O)c2ccc(Nc3nc(-c4ccc(O)cc4)cs3)cc2)no1	106	9	-3.9	15	0	26*	-9	-8	0.1
CCC[C@@H](O)c1cc2cc(OC)c(OC)cc2c(=O)o1	114	-3	.	-4	5	.	.	4	-0.1
CC(C)c1onc(C(=O)N2CCC(C(N)=O)CC2)c1[N+](=O)[O-]	103	0	0.8	-1	0	1	0	-8	0.2
O=S1(=O)C=C(SCc2ccccc2)Nc2ccccc21	101	0	1.5	2	-12	-7	-2	2	-0.1
CC1CCN(c2ccc3nnc(CCC(=O)Nc4ccc(F)c(F)c4)n3n2)CC1	101	3	0.7	-1	-1	0	-8	3	0.0
CCOc1ccc(NC(=O)NCc2cccnc2)cc1	108	3	-1.2	-3	0	-1	1	9	0.0
CC(Cc1ccco1)NC(=O)c1ccc(C(F)(F)F)cc1 (centres undefined)	98	-1	-0.9	-9	-18	-1	-1	7	-0.4
COc1ccc(S(=O)(=O)N(C)Cc2ccc3c(c2)OCCO3)cc1	83	2	.	3	6	.	.	5	-0.1
COc1ccc(-c2csc(/C(C#N)=C\c3ccc(O)c([N+](=O)[O-])c3)n2)cc1OC	97	2	0.0	-2	3	10	4	0	-0.2
CCN1C(=S)N[C@@H](c2cccc(F)c2)C(C(=O)OC)=C1C	99	3	-0.6	4	2	-2	4	-1	-0.1
O=C(/C=N/O)Nc1ccccc1C(=O)O	95	7	-0.7	2	-12	6	1	3	-0.1
CC(C)Oc1ccc(C(=O)N(CN2CCCC2=O)c2ccc(F)cc2)cc1	113	-1	-3.0	-3	-5	-1	3	8	0.1
Cc1ccc2[nH]c(C(=O)N3CCN(c4cccc(Cl)c4)CC3)cc2c1	96	1	0.7	6	-1	0	6	-3	-0.1
Cc1ccc(NC(=S)N(C)C(c2ccccc2)c2ccccc2)cc1C	102	3	-0.4	1	5	0	-10	-2	0.5
Cc1cc2n(n1)C(c1cccs1)Nc1ccccc1-2 (centres undefined)	81	3	-2.1	-3	5	0	3	2	-0.1
CC(=O)N1CCc2cc(S(=O)(=O)N3CCOCC3)ccc21	92	1	-3.0	5	3	5	-18	9	0.0
Cc1ccccc1NC(=O)NCCc1c[nH]c2ccccc12	111	4	-1.7	6	10	1	2	2	0.0
Oc1ccccc1-c1nc2cnccn2c1Nc1ccc2c(c1)OCCO2	91	4	-5.2	-2	-2	1	10	0	0.1
CCOC(=O)N1CCN(Cc2nc3ccc([N+](=O)[O-])cc3c(=O)n2-c2ccccc2F)CC1	98	0	0.9	3	7	4	8	2	-0.2
CCS(=O)(=O)Nc1ccc(C(=O)CC2(O)C(=O)Nc3ccc(Br)cc32)cc1 (centres undefined)	111	3	-1.4	-1	1	3	-6	-2	0.3
CCOC(=O)c1cccnc1SCC(=O)N(C)c1ccccc1	110	2	0.3	1	2	3	-8	1	-0.1
CCOc1ccc(C(O)C(CN2CCOCC2)c2ccccc2)cc1 (centres undefined)	96	-1	0.0	2	8	0	-6	5	0.0
Cc1nnc(SCc2cccc([N+](=O)[O-])c2)s1	95	4	0.6	2	-11	0	-7	9	0.0
CCOc1ccc(C(=O)C[n+]2ccc(C(=O)NCCO)cc2)cc1	91	5	-0.4	7	11	-1	-4	7	-0.1
O=C1Nc2ccccc2C1C(C[N+](=O)[O-])c1ccccn1 (centres undefined)	93	12	-3.8	17	2	1	-6	7	0.1
Cc1ccccc1OCCC(=O)OCC(=O)Nc1ccc(C(N)=O)cc1	91	-12	-2.5	-15	8	-3	6	3	0.0
COc1ccc(CCn2c(C)cc(C(=O)CSc3nnnn3C)c2C)cc1	93	2	2.8	-2	5	2	9	-4	-0.1
O=C1c2ccccc2-c2nc3ccccc3n21	101&101	2&-1	0.6&-2.0	0&-3	-16&-6	4&2	2&3	6&4	0.1&-0.1
Cc1nnc(SCc2cc(=O)n3[nH]cnc3n2)s1	93	3	-2.7	3	-9	2	-7	4	0.0
COc1ccc(CC(=O)Nc2ccc(N3CCN(c4ccc(OC)cc4)CC3)c(C#N)c2)cc1	102	9	1.6	11	5	4	-15	-9	0.3
Cc1ccc(-n2c(Cc3cccn3C)nnc2SCC(N)=O)cc1	101	2	1.1	7	-1	2	2	6	-0.2
COc1ccccc1N(CCN1C(=O)c2cccc3cccc(c23)C1=O)C(=O)c1ccncc1	97	4	-0.5	-2	-10	-2	-8	3	0.0
C/C(CC(=O)NCc1ccc(F)cc1)=N\NC(N)=S	102	4	0.6	8	-18	5	0	-4	-0.2
COc1cc2[nH]cc(C(=O)NCCc3ccccc3)c(=O)c2cc1OC	85	15	.	-1	2	0	8	2	-0.1
COc1ccccc1NC(=S)NC(=O)C(C)C	101	3	-0.8	5	4	7	-5	-10	0.0
CCOC(=O)N1CCC(NC(=O)C2=CCN(S(=O)(=O)c3ccc(F)cc3)CC2)CC1	99	-3	-0.3	-12	14	-4	-7	-1	0.3
COc1ccc2c(c1)nc(CN1CCN(CCO)CC1)n2C	89	3	0.8	6	0	8	3	-6	-0.1
CC(NC(=O)C(C)(C)C)C(c1cccs1)N1CCOCC1 (centres undefined)	104	8	-0.5	7	-3	-5	-8	2	0.1
COc1ccccc1NC(=O)CCCc1nc(-c2ccc(OC)c(OC)c2)no1	i	1	-0.2	0	17	3	3	-3	-0.1
CC(=O)Nc1cccc(NC(=O)c2cc(Cl)ccc2Cl)c1	91	4	-0.6	-1	-1	3	-2	7	-0.2
CCC(=O)Nc1nnc(SCC(=O)NC2CCCC2)s1	90	4	-0.7	-1	2	-2	-7	-2	0.0

Remaining list, next part.
SMILES	Yeast superoxide	Bcl-xL primary	MEX-5 binding	MCL1-BIM inh	ZTA DNA inh	Fam108B counter	EBNA-1 inh	GLD-1 RNA inh	Efflux pump mplx
CN(C)S(=O)(=O)c1ccc2c(c1)C(=NO)c1cc(S(=O)(=O)N(C)C)ccc1-2	95	5	2.0	10	-4	-15	-1	-2	0.0
CCOC(=O)c1ccccc1NC(=O)CSc1ccc(-c2cccnc2)nn1	136	-1	.	-2	-14	-8	-7	2	1.5*
O=C(c1cnsn1)N1CCN(c2ccccc2)CC1	84	1	.	-4	-10	2	-1	-9	-0.1
Cc1ccc(-n2c(C)nc3c(cnn3-c3ccc(C)c(C)c3)c2=O)cc1C	104	76*	-0.8	79*	5	1	8	75*	-0.1
CC(OC(=O)C1=COCCO1)C(=O)Nc1cc(S(=O)(=O)N2CCCCC2)ccc1Cl (centres undefined)	106	5	1.7	-5	11	-1	7	12	-0.3
CCc1ccccc1NC(=O)C1CCN(S(=O)(=O)c2ccc3c(c2)N(C(C)=O)CCO3)CC1	94	5	0.6	-3	0	7	2	2	-0.1
COc1ccc([N+](=O)[O-])cc1NC(=O)c1ccc(N(Cc2ccccc2C)S(C)(=O)=O)cc1	100	4	-0.3	5	-15	-6	23	0	0.0
OCC[C@H]1C[C@@H](O)[C@H](O)[C@]2(OCc3ccccc32)O1	93	0	.	3	10	5	9	7	0.1
COC(=O)c1[nH]c2cc(C)ccc2c1NC(=O)CN1CCc2cc(OC)c(OC)cc2C1	98	-3	-0.1	-11	21	2	1	10	-0.2
NC(=O)C1CCN(C(=O)CCn2c(=O)oc3ccccc32)CC1	76	-15	.	-33	2	.	.	-8	0.2
COc1ccc(-c2nc(CN3CCC(C(=O)N4CCOCC4)CC3)c(C)o2)cc1OC	82	1	-0.3	4	-4	2	0	-1	-0.1
O=C(NCCCn1ccnc1)/C(=C\c1ccccc1F)NC(=O)c1ccccc1	103	-2	2.1	-1	2	-1	4	2	0.0

A second format for four compounds above:
Values run as follows: Yeast superoxide, Bcl-xL primary, MEX-5 binding, MCL1-BIM inh, ZTA DNA inh, Fam108B counter, EBNA-1 inh, GLD-1 RNA inh, Efflux pump mplx
> O=C1Nc2ccccc2C1C(C[N+](=O)[O-])c1ccccn1 (centres undefined)
    93, 12, -3.8, 17, 2, 1, -6, 7, 0.1
> CC(NC(=O)C(C)(C)C)C(c1cccs1)N1CCOCC1 (centres undefined)
    104, 8, -0.5, 7, -3, -5, -8, 2, 0.1
> CCS(=O)(=O)Nc1ccc(C(=O)CC2(O)C(=O)Nc3ccc(Br)cc32)cc1 (centres undefined)
    111, 3, -1.4, -1, 1, 3, -6, -2, 0.3
> O=C(NCCCn1ccnc1)/C(=C\c1ccccc1F)NC(=O)c1ccccc1
    103, -2, 2.1, -1, 2, -1, 4, 2, 0.0
